Menin-MLL TR inh = qHTS Assay for Inhibitors Targeting the Menin-MLL Interaction in MLL Related Leukemias: Competition With Texas Red Labeled MLL-derived Mutant Peptide; Menin + Texas Red MLL mutant peptide, fluorescence polarization; Potency, µM (top dose mostly 61.6 µM), for the others: top-dose FP activity change, negative = inhibition, actives largely listed as inhibitors; 270,000 tested, 0.23% active; active means well fitted inhibition curve with a large enough effect in the polarisation, with a control signal flat, not every such curve was filed as active; inconclusive means small, poorly fitted or top-dose-only effect, or effect the other way, or a change in a side signal; inactive means no such curve, though single readings can be large or run the other way; the % refers to the polarisation; further: potency means the concentration at half of the fitted maximal effect; % of control where 0% means no effect; many of its hits are not listed in these tables
FLuc counter = qHTS profiling assay for firefly luciferase inhibitor/activator using purifed enzyme and Km concentrations of substrates (counterscreen for miR-21 project) | Luciferin 4-monooxygenase (Photinus pyralis), P08659 | purified FLuc, Km substrates, luminescence inhibition | Potency, µM (doses to about 57.5 µM), inactives show at the highest dose activity change, negative = inhibition, usual class: inhibitors | 360,000 tested, 6.9% active | AID 588342, 2011;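 further: potency means the concentration at half of the fitted maximal effect; plate controls were vehicle for no effect and reference inhibitor for full effect; nearly all actives have a fitted effect of over 55% in size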
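Biochemical qHTS of compounds, final roughly 60 µM downward over six points, against 10 nM purified firefly luciferase using Km concentrations of substrates (10 uM D-luciferin, 10 uM ATP) in Tris acetate pH 7.5 buffer; luminescence output.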
PKM2 act = qHTS Assay for Activators of Human Muscle isoform 2 Pyruvate Kinase. Pyruvate kinase PKM (Homo sapiens), P14618. purified PKM2, Kinase-Glo ATP luminescence, activation; response scale: 0% is enzyme alone, no compound. Potency, µM (series often up to 57.5 µM), without a hit: at the top dose activation, actives largely listed as activators. 260,000 tested, 0.34% active. AID 1631, 2009; further: potency means the concentration at half of the fitted maximal effect; on the % scale 0 is the no-effect control and ±100 the full control effect; nearly all actives have a fitted effect of over 55% in size
Target sequence (P14618 whole entry, looked up, canonical isoform): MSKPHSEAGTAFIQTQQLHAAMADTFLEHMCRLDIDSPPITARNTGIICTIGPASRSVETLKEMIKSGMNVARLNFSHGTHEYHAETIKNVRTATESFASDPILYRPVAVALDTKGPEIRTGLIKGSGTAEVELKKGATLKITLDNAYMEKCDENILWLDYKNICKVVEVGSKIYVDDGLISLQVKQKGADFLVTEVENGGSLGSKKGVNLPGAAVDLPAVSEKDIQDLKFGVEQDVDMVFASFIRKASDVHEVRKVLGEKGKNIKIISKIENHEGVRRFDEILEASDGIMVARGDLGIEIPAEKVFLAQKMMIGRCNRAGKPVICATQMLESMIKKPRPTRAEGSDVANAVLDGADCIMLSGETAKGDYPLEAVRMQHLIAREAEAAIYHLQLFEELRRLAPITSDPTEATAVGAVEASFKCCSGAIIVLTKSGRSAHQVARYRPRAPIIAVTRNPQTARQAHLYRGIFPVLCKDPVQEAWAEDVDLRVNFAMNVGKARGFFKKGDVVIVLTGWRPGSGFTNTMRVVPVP
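hPK-M2, >95% pure; 0.1 mM ADP / 0.5 mM PEP final; imidazole pH7.2 buffer w/ 7 mM MgCl2, 50 mM KCl; 1 h RT; Kinase-Glo lum. Intermediate enzyme activity for dual inhibitor/activator qHTS.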
p53 reactivation = qHTS assay for re-activators of p53 using a Luc reporter. H1299 p53-A138V BP100-luciferase reporter, luminescence, 24 h. Potency, µM (highest dose often 92.2 µM), inactives show top-dose activity change, positive = activation, hits mostly activators. 320,000 tested, 0.063% active. AID 504706, 2011; further: potency means the concentration at half of the fitted maximal effect; % of control where 0% means no effect; nearly all actives have a fitted effect of over 45% in size
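p53-null H1299 cells stably carrying temperature-sensitive p53-A138V and a BP100-luciferase reporter were pinned with compounds (4-point, 1:5 series) and held 24 hrs at 37 deg C. Luminescence was read 10 min after detection reagent.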
Rab9 promoter act = qHTS Assay for Rab9 Promoter Activators | 320,000 tested, 2.8% active | Potency, µM (doses to about 9.22 µM), for inactives: top-dose activation, negative = inhibition, most hits filed as activators | Huh7 Rab9 promoter-luciferase reporter, luminescence, 24 h | AID 485297, 2010; further: potency means the concentration at half of the fitted maximal effect; % of control where 0% means no effect; nearly all actives have a fitted effect of over 60% in size
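Luminescence read-out: Huh7 cells stably expressing Rab9-luciferase, treated 24 h with compound at 37 °C, then lysed with luciferase reagent for 10 min at ambient before reading.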
ELG1 genotoxic = qHTS screen for small molecules that induce genotoxicity in human embryonic kidney (HEK293T) cells expressing luciferase-tagged ELG1; 330,000 tested, 1.3% active; HEK293T ELG1-luciferase reporter, luminescence, 16 h; Potency, µM (titrated, usually from 46 µM), for the others: top-dose activity change, positive = activation, actives largely listed as activators; further: potency means the concentration at half of the fitted maximal effect; % of control where 0% means no effect; nearly all actives have a fitted effect of over 60% in size
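After overnight (16 hr) compound treatment at 37 °C, ELG1-luciferase HEK293T cells were lysed with ONE-Glo; luminescence quantified 30 min later at room temperature.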
Giardia kill = Small Molecules that selectively kill Giardia lamblia: qHTS | 340,000 tested, 0.15% active | Giardia lamblia trophozoite viability | activity change, % at 7.66 µM, hits read low; in the data active means activity change below about -80%; inconclusive means between about -30% and that limit;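 further: parasites exposed to compound for two days anaerobically before the ATP read; on the % scale 0 is the no-effect control and ±100 the full control effect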
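Media and compound were dispensed first, then trophozoites at 100 cells/well; plates sat 48 hrs at 37 deg C without oxygen before ATP luminescence reagent was added and read after 15-30 min at room temperature.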
BRCA1 expr up = qHTS Assay to Identify Small Molecule Activators of BRCA1 Expression; MCF7-BRCA1-FFLuc reporter, luminescence, 48 h; response scale: scaled: vehicle 0%, 10 µM genistein 100%; 380,000 tested, 1.1% active; Potency, µM (series often up to 46.1 µM), for the others: at the top dose activation, hits mostly activators; further: potency means the concentration at half of the fitted maximal effect; nearly all actives have a fitted effect of over 80% in size; some results filed as inactive show a strong effect at the top dose
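Luminescence from a BRCA1-driven firefly luciferase in MCF7 cells was read after 48 h compound exposure at 37 C. Data normalized against DMSO and a 10microM genistein activation control, then curve-fitted across the titration.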
RORg inh = qHTS for inhibitors of ROR gamma transcriptional activity. Nuclear receptor ROR-gamma (Mus musculus), P51450. Drosophila S2 Gal4-RORgamma UAS-luciferase reporter, 20 h. Potency, µM (doses to about 53.6 µM), for inactives: at the highest dose activity change, negative = inhibition, actives largely listed as inhibitors. 310,000 tested, 5.4% active. AID 2551, 2010; further: potency means the concentration at half of the fitted maximal effect; on the % scale 0 is the no-effect control and ±100 the full control effect; nearly all actives have a fitted effect of over 60% in size
Target sequence (P51450 whole entry, looked up, the tested form may be a part): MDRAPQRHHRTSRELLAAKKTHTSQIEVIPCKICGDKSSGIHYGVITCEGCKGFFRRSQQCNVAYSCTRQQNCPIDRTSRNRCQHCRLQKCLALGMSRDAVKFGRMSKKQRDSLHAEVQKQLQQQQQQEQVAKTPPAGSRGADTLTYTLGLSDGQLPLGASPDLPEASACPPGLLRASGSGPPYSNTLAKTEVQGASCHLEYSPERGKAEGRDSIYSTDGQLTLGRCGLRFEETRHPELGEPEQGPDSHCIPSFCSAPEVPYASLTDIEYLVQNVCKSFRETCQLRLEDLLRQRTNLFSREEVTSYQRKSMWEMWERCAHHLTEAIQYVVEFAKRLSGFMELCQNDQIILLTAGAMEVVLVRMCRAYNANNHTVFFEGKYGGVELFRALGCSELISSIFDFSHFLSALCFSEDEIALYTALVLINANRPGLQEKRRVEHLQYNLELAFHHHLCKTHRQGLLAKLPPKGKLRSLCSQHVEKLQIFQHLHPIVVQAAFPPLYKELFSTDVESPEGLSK
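Compounds are pin-transferred onto Drosophila Schneider cells expressing a copper-inducible Gal4–ROR gamma transactivation domain fusion. After 1 hr, copper sulfate is added to 700 uM final; luciferase is read 20 hr later.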
NPC1 promoter act = qHTS Assay for NPC1 Promoter Activators | 320,000 tested, 2.4% active | Huh7 NPC1 promoter luciferase reporter, 24 h | AID 485313, 2010 | Potency, µM (series often up to 9.22 µM), without a hit: at the top dose activation, hits mostly activators;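 further: potency means the concentration at half of the fitted maximal effect; % of control where 0% means no effect; nearly all actives have a fitted effect of over 60% in size; reporter is driven by a mutant NPC1 promoter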
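Compounds in DMSO were transferred onto Huh7 NPC1-luciferase reporter cells pre-incubated 2 h; after 24 h at 37 °C, Amplite reagent was dispensed and luminescence recorded 10 min later.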
Gal4-VP16 FLuc = VP16 counterscreen qHTS for inhibitors of ROR gamma transcriptional activity; Potency, µM (top dose mostly 53.6 µM), without a hit: at the highest dose activity, negative = inhibition, hits mostly inhibitors; AID 2546, 2010; 310,000 tested, 3.5% active; Drosophila S2 Gal4-VP16 UAS-luciferase, luminescence, 20 h;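 further: Gal4-VP16 expression switched on by copper sulfate through the metallothionein promoter; potency means the concentration at half of the fitted maximal effect; on the % scale 0 is the no-effect control and ±100 the full control effect; nearly all actives have a fitted effect of over 50% in size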
* = called active by the depositor; [ ] = another dose, or the depositor's remark. Unless noted, the call rests on the fitted dose curve; in most records, active means well fitted curve in the direction sought with a large enough effect; inconclusive means small, poorly fitted or top-dose-only effect, or another doubt; inactive means no such curve, though single readings can be large; an effect the other way counts as inactive or inconclusive.

What do the screens show for `CCc1ccc2oc(C(=O)N3CCN(c4ccccc4OC)CC3)cc(=O)c2c1`?
Menin-MLL TR inh: inconclusive; FLuc counter: inconclusive; p53 reactivation: -7%; Rab9 promoter act: -7%; ELG1 genotoxic: 0%; Giardia kill: 6; BRCA1 expr up: -75%; RORg inh: 37%; NPC1 promoter act: -31%[inhibitor]; Gal4-VP16 FLuc: -3%

Results for Cc1ccc(S(=O)(=O)N2CC(C(=O)O)=CC[C@H]2c2ccc(Cl)cc2)cc1 ?
FLuc counter: -1%; p53 reactivation: 1%; Rab9 promoter act: -8%; ELG1 genotoxic: 5%; Giardia kill: inconclusive; BRCA1 expr up: -1%; NPC1 promoter act: 1%

Results for Cc1ccc(S(=O)(=O)NN=C2C3CC4CC(C3)CC2C4)cc1 ?
FLuc counter: -1%; p53 reactivation: 0%; Rab9 promoter act: -4%; ELG1 genotoxic: -2%; Giardia kill: -15; BRCA1 expr up: -7%; NPC1 promoter act: 1%

How did COc1cc(/C=C\C(=O)NCc2ccc3[nH]c(C)cc3c2)cc(OC)c1OC do in these assays?
Menin-MLL TR inh: 1%; FLuc counter: inconclusive; PKM2 act: 10%; p53 reactivation: -3%; Rab9 promoter act: -3%; ELG1 genotoxic: 14%; Giardia kill: 7; BRCA1 expr up: -1%; RORg inh: 36%; NPC1 promoter act: -4%; Gal4-VP16 FLuc: 5%

How did CCOc1cccc(C2NC(=S)NC(C)=C2C(=O)Nc2ccccc2)c1 (stereo not drawn) do in these assays?
Menin-MLL TR inh: 9%; FLuc counter: 3%; PKM2 act: 2%; p53 reactivation: 0%; Rab9 promoter act: -6%; ELG1 genotoxic: 2%; Giardia kill: 2; BRCA1 expr up: -67%; RORg inh: -48%; NPC1 promoter act: -5%; Gal4-VP16 FLuc: 1%

How did CCCCCCc1c(O)nc(SCCN(C)C)[nH]c1=O do in these assays?
FLuc counter: -2%; PKM2 act: 1%; p53 reactivation: 1%; Rab9 promoter act: -4%; ELG1 genotoxic: 0%; Giardia kill: 7; BRCA1 expr up: 0%; RORg inh: 5%; NPC1 promoter act: -1%; Gal4-VP16 FLuc: 5%

Results for CCOc1ccc(C(=O)Nc2cccc(-c3ccc(N4CCOCC4)nn3)c2)cc1OCC ?
FLuc counter: 1.2µM*; p53 reactivation: 7%; Rab9 promoter act: 4µM*; ELG1 genotoxic: 3%; Giardia kill: 11; BRCA1 expr up: 11µM*; NPC1 promoter act: inconclusive

How did CCOc1ccc(S(=O)(=O)N2CCC(C(=O)NCc3ccco3)CC2)cc1 do in these assays?
FLuc counter: 4%; PKM2 act: inconclusive; p53 reactivation: 6%; Rab9 promoter act: -1%; ELG1 genotoxic: -8%; Giardia kill: 3; BRCA1 expr up: -2%; RORg inh: 38%; NPC1 promoter act: -1%; Gal4-VP16 FLuc: 18%

How did CCn1c(=O)cc(O)c2ccccc21 do in these assays?
Menin-MLL TR inh: 0%; FLuc counter: 0%; PKM2 act: -12%; p53 reactivation: -8%; Rab9 promoter act: -3%; ELG1 genotoxic: 6%; Giardia kill: -5; BRCA1 expr up: -2%; RORg inh: -5%; NPC1 promoter act: 7%; Gal4-VP16 FLuc: -5%

Results for COc1cccc(-c2nc(NCc3ccccc3)c3ccccc3n2)c1O ?
Menin-MLL TR inh: inconclusive; FLuc counter: -1%; p53 reactivation: -1%; Rab9 promoter act: -5%[1.84 µM]; ELG1 genotoxic: 4%; Giardia kill: 36[activator]; BRCA1 expr up: -37%; RORg inh: 34%; NPC1 promoter act: -5%; Gal4-VP16 FLuc: inconclusive

What do the screens show for `CCOC(=O)c1c(NC(=O)CN2CCN(C(=O)c3ccco3)CC2)sc(C)c1C`?
FLuc counter: 5%; PKM2 act: 1%; p53 reactivation: 11%; Rab9 promoter act: -6%; ELG1 genotoxic: -11%; Giardia kill: 24; BRCA1 expr up: -29%; RORg inh: -18%; NPC1 promoter act: -1%; Gal4-VP16 FLuc: -5%

What do the screens show for `COc1ccc(C(=O)NCC(=O)N2CCc3ccccc3C2)cc1`?
Menin-MLL TR inh: 0%; FLuc counter: -10%; PKM2 act: -7%; p53 reactivation: -5%; Rab9 promoter act: 11%; ELG1 genotoxic: 5%; Giardia kill: 9; BRCA1 expr up: 27%; RORg inh: 23%; NPC1 promoter act: -3%; Gal4-VP16 FLuc: -15%

Results for C#Cc1cccc(-n2nnc(C(=O)OC)c2-c2ccccc2)c1 ?
Menin-MLL TR inh: inconclusive; FLuc counter: 0%; p53 reactivation: -9%; Rab9 promoter act: -2%; ELG1 genotoxic: -4%; Giardia kill: -22; BRCA1 expr up: -12%; RORg inh: 0%; NPC1 promoter act: -1%; Gal4-VP16 FLuc: 3%

Results for Cn1cc(/C=C2\SC(=O)N(c3ccccc3)C2=O)c2ccccc21 ?
Menin-MLL TR inh: -25%; FLuc counter: -7%; PKM2 act: -4%; p53 reactivation: inconclusive; Rab9 promoter act: 4µM*; ELG1 genotoxic: inconclusive; Giardia kill: -8; BRCA1 expr up: 34%; RORg inh: 11%; NPC1 promoter act: 3.5µM*; Gal4-VP16 FLuc: 29%

What do the screens show for `Cc1cc(C)nc(NS(=O)(=O)c2ccc(NC(=O)c3cc(-c4ccccc4)nc4ccccc34)cc2)n1`?
Menin-MLL TR inh: inconclusive; FLuc counter: inconclusive; PKM2 act: 12%; p53 reactivation: -18%; Rab9 promoter act: 1%; ELG1 genotoxic: 0%; Giardia kill: -10; BRCA1 expr up: -32%; RORg inh: inconclusive; NPC1 promoter act: 2%; Gal4-VP16 FLuc: -26%

How did C/C(=N\N1CCN(C2c3ccccc3-c3ccccc32)CC1)c1ccncc1 do in these assays?
Menin-MLL TR inh: 2%; FLuc counter: 3%; PKM2 act: -1%; p53 reactivation: 3%; Rab9 promoter act: -3%; ELG1 genotoxic: -4%; Giardia kill: 1; BRCA1 expr up: -7%; RORg inh: -16%; NPC1 promoter act: 1%; Gal4-VP16 FLuc: 0%

Results for CC1(C)CC(NC(=O)COc2ccccc2Cl)CC(C)(C)N1 ?
Menin-MLL TR inh: 3%; FLuc counter: inconclusive; PKM2 act: 1%; p53 reactivation: 2%; Rab9 promoter act: 20%; ELG1 genotoxic: inconclusive; Giardia kill: -4; BRCA1 expr up: inconclusive; RORg inh: -2%; NPC1 promoter act: 29%; Gal4-VP16 FLuc: -5%

Results for Cc1ccccc1N(C(=O)c1snc(C(N)=O)c1N)C(C(=O)NCC1CCCO1)c1ccc(N(C)C)cc1 (stereo not drawn) ?
FLuc counter: 0%; p53 reactivation: -2%; Rab9 promoter act: -4%; ELG1 genotoxic: -43%[inhibitor]; Giardia kill: -15; BRCA1 expr up: -41%; RORg inh: 0%; NPC1 promoter act: -1%; Gal4-VP16 FLuc: 2%

What do the screens show for `COc1ccccc1N1CCN(C(=O)c2ccc(Cl)c(S(=O)(=O)N3CCOCC3)c2)CC1`?
FLuc counter: 1%; PKM2 act: -5%; p53 reactivation: 7%; Rab9 promoter act: 7%; ELG1 genotoxic: -8%; Giardia kill: -6; BRCA1 expr up: 0%; RORg inh: -15%; NPC1 promoter act: -6%; Gal4-VP16 FLuc: 2%

Results for CC(C)CC(=O)NC(=S)Nc1ccc(N2CCCC2)c(Cl)c1 ?
FLuc counter: -16%; PKM2 act: -20%; p53 reactivation: 10%; Rab9 promoter act: 3%; ELG1 genotoxic: 0%; Giardia kill: -18; BRCA1 expr up: 3%; RORg inh: 0.4µM*; NPC1 promoter act: 11%; Gal4-VP16 FLuc: 2.8µM*

Results for CCCCOP(=O)(OCCCC)C(O)c1ccc(N(C)C)cc1 (stereo not drawn) ?
FLuc counter: 1%; PKM2 act: 2%; p53 reactivation: 1%; Rab9 promoter act: 1%; ELG1 genotoxic: -9%; Giardia kill: -4; BRCA1 expr up: -24%; RORg inh: -22%; NPC1 promoter act: -3%; Gal4-VP16 FLuc: 5%

How did NC(=O)C1CCN(c2nc(-c3ccccc3N)cs2)CC1 do in these assays?
FLuc counter: -13%; p53 reactivation: 0%; Rab9 promoter act: 0%; ELG1 genotoxic: 3%; Giardia kill: 22; BRCA1 expr up: 31%; NPC1 promoter act: -4%

Screening results as filed in PubChem BioAssay.

An excerpt (hit frequency here may not be typical).
